D1 ag = activates the human D1 dopamine receptor | AID 504660 | activation, % at 2 µM | hit rate 1% among 360,000 | HEK293 T-REx D1 cells, calcium flux, agonist mode; in the data active = activation above about 30%; note: 0% is about no effect
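Inducible HEK293 T-REx D1 cells, force-coupled to calcium signalling, were plated at 4000 cells/well with tetracycline and held overnight at 30 C. After no-wash calcium dye loading, compound-evoked calcium rise over 180 s flagged agonists.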
Glioma ERSR ind = induces the endoplasmic reticulum stress response in human glioma cells | U87-MG GRP78 promoter luciferase reporter, 16 h | Potency, µM, inactives show at the top dose activation, actives largely listed as activators | hit rate 0.02% among 420,000 | AID 602332; note: potency is the fitted concentration of half-maximal effect; series mostly up to about 76 µM; % of control where 0% means no effect; nearly all actives have a fitted effect of over 35% in size
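Stably transfected U87-MG human glioma cells carrying a GRP78-based luminescent sensor were seeded at 1000 cells/well, pin-dosed with compounds and incubated 16 h. Luciferase reagent was then added, and end-point luminescence was read after 10 min at room temperature.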
Vif-A3F inh = inhibitors of Vif-A3F interaction; hit rate 0.2% among 390,000; AID 602313; Potency, µM (top dose mostly 46.1 µM), without a hit: at the highest dose activity, negative = active; HeLa A3F-eYFP + Vif (tagged APOBEC3F with the HIV-1 protein that degrades it), YFP fluorescence increase; note: potency is the fitted concentration of half-maximal effect; % of control where 0% means no effect; nearly all actives have a fitted effect of over 65% in size
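HeLa cells stably expressing Vif plus C-terminally eYFP-tagged A3F were seeded, incubated overnight at 37 deg C, dosed with compound, incubated overnight again at 37 deg C. Yellow fluorescence (Ex 488/Em 500-530) reported blocked Vif-mediated A3F-eYFP degradation.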
D1 potentiator = enhances dopamine response at the human D1 receptor | P21728 | potentiation, % at 10 µM | HEK293 TREx D1 cells, calcium flux, dopamine EC20 potentiation | hit rate 0.036% among 360,000; in the data active = potentiation above about 30%; note: 0% is about no effect
RXFP1 agonist = agonists of human relaxin receptor RXFP1; Q9HBX9; HEK293T-RXFP1 cAMP TR-FRET, 30 min; response scale: percent of porcine relaxin response, buffer zero; Potency, µM (top dose mostly 57.5 µM), for inactives: at the highest dose activation, usual class: activators; hit rate 0.3% among 370,000; AID 2676; note: potency is the fitted concentration of half-maximal effect; % is set by controls: 0 for no effect and ±100 for the full control effect; nearly all actives have a fitted effect of over 60% in size; many of its hits are not listed in these tables
Target sequence (Q9HBX9 whole entry, looked up): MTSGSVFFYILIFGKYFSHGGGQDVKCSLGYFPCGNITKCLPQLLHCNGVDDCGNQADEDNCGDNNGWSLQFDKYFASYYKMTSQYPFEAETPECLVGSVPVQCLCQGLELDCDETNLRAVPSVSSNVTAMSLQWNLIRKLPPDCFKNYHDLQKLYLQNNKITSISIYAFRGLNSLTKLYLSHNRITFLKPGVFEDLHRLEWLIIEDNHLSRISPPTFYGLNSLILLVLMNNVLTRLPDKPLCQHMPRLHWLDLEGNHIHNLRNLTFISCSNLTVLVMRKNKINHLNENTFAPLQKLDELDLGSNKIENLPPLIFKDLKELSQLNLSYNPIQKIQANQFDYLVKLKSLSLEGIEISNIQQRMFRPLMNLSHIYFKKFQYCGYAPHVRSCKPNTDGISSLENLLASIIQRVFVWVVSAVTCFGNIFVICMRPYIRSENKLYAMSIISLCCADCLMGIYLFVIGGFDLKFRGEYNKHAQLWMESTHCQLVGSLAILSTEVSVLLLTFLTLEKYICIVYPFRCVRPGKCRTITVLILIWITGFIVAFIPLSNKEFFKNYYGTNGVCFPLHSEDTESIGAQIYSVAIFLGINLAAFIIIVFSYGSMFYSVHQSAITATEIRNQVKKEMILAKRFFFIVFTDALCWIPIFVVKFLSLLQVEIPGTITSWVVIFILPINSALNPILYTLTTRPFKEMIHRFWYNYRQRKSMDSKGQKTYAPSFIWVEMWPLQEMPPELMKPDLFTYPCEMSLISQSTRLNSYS
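HEK293 cells stably expressing RXFP1, treated 30 min at 37C with compounds plus PDE4 inhibitor Ro 20174; cAMP measured by HTRF TR-FRET. Normalized to buffer and 29 nM porcine relaxin; EC50 by Hill fit.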
D1 antag = antagonists of human D1 dopamine receptor; P21728; HEK293 TREx D1 cells, calcium flux, dopamine EC80; active compounds read low; activity change, negative = inhibition, % at 10 µM; hit rate 3.2% among 360,000; AID 504652; in the data active = activity change below about -30%; note: % is set by controls: 0 for no effect and ±100 for the full control effect
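Allosteric or orthosteric antagonism assessed as attenuation of the calcium response to EC80 dopamine, added 180 s after compound, in induced HEK293 Trex D1 cells loaded with no-wash calcium dye.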
D2 PAM = D2 dopamine receptor (human) potentiation | P14416 | HEK293 T-REx D2, calcium flux, EC20 dopamine potentiation | potentiation, % at 10 µM | hit rate 0.34% among 340,000 | AID 485347;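 active = potentiation over 3 SD above the plate norm, cut at about 30% in these data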; note: 0% is about no effect
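Tetracycline-induced HEK293 T-REx cells force-coupled to calcium signalling expressed D2; compounds were pin-added after a 10 s baseline, read kinetically 180 s, then an EC20 dopamine challenge followed with a further 180 s calcium read.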
Vif-APOBEC3G blk = inhibitors of Vif-APOBEC3G interaction; Potency, µM (doses to about 46.1 µM), inactives show at the top dose activity, negative = active, usual class: inhibitors; Q9HC16; HeLa A3G-eYFP + Vif (tagged APOBEC3G with the HIV-1 protein that degrades it), YFP fluorescence, overnight; hit rate 0.076% among 410,000;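 note: potency is the fitted concentration of half-maximal effect; % is set by controls: 0 for no effect and ±100 for the full control effect; nearly all actives have a fitted effect of over 60% in size; hits raise eYFP signal because A3G escapes Vif-driven loss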
Target sequence (Q9HC16 whole entry, looked up): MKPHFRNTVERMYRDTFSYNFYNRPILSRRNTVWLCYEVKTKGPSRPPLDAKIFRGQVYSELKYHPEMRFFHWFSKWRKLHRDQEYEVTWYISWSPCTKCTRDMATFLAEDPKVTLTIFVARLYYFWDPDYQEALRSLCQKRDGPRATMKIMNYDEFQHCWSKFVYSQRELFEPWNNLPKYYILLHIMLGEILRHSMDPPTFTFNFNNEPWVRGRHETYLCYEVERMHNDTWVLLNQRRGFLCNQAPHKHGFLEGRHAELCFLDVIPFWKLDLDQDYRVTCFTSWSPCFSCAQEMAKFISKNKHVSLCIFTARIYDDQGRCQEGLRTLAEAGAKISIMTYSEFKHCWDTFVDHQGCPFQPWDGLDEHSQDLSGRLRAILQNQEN
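HeLa cells stably expressing Vif and C-terminally eYFP-tagged A3G, seeded overnight at 37 deg C, then exposed to compound by pintool overnight at 37 deg C. Rise in yellow fluorescence (Ex 488/Em 500-530, Acumen) marks blocked Vif-driven A3G degradation.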
RXFP1 antag = RXFP1 (human) relaxin receptor antagonism; hit rate 0.59% among 350,000; AID 1259400; Q9HBX9; activity change, negative = inhibition, % at 57.5 µM; HEK293-RXFP1, relaxin-stimulated cAMP HTRF, 30 min; active compounds read low;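 active = activity change of -60% or lower, but not beyond a set lower limit; inconclusive = change between -60% and -40%, or beyond the set limit; inactive = change above -40%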; note: % is set by controls: 0 for no effect and ±100 for the full control effect
* hit, by the source's call; ? = inconclusive; nt = no result given; & = joins results of further samples. Unless noted, calls come from the whole dose curve; as a rule, active = well fitted curve in the direction sought with a large enough effect; inconclusive = small, poorly fitted or top-dose-only effect, or another doubt; inactive = no such curve, though single readings can be large; an effect the other way counts as inactive or inconclusive.

SMILES	D1 ag	Glioma ERSR ind	Vif-A3F inh	D1 potentiator	RXFP1 agonist	D1 antag	D2 PAM	Vif-APOBEC3G blk	RXFP1 antag
c1coc(Cn2c(SCc3nc4ccccc4[nH]3)nnc2-c2cccs2)c1	0	-2%	0%	-4	3.3%	-5	-13	0%	0
Cc1ccc2c(c1)NC(c1cccs1)C1=C(CC(C)(C)CC1=O)N2 (stereo not given)	0	-2%	2%	0	-1.1%	-12	7	2%	-6
COc1cccc(CN2CCN(C(=S)NCc3ccc(Cl)cc3)CC2)c1	8	-2%	-7%	1	-0.6%	2	-1	0%	0
CSc1nccc(-c2sc(SC)c(C#N)c2-c2ccccc2)n1	3	0%	0%	0	27%	-29	7	0%	-2
COC(=O)c1ccc(NC(=O)C(=O)NCCc2csc(-c3ccc(F)cc3)n2)cc1	4	0%	1%	-3	?	-6	4	1%	5
CSc1ccc(CCNC(=O)c2csc3c2CCCCC3)cc1	12	1%	-4%	-1	0.9%	-38*	-3	-3%	nt
Cc1ccc(C(=O)N(C)CC(=O)Nc2cccc(F)c2)cc1S(=O)(=O)N1CCCCC1	17	-5%	9%	-6	0.1%	-3	10	-1%	-19
CCOc1ccc(NC(=O)CN(C)C(=O)c2ccc(OCC(=O)N3CCOCC3)c(OC)c2)cc1OCC	nt	0%	5%	nt	nt	nt	nt	-7%	-1
CCc1cc2c(cc3c(=O)n(CCCC(=O)NCc4cccc(Br)c4)ncn32)s1	1	-6%	1%	-5	?	8	5	1%	-6
Cc1cccc(C)c1N1CCN(c2cc(Cl)nc(N)n2)CC1	6	-3%	-4%	-3	4.8%	11	5	0%	-19
CS(=O)(=O)N1CCN(C(=O)COc2ccccc2)CC1	3	-4%	-1%	-3	-3.1%	0	-8	0%	-6
Cc1cc2nc(N)sc2cc1[N+](=O)[O-]	1	7%	-4%	-3	2.7%	9	17	-2%	-10
COc1ccccc1N1CCN(C(=O)C(CCSC)NS(=O)(=O)c2ccc3c(c2)oc(=O)n3C)CC1 (stereo not given)	-1	-4%	-2%	-5	-0.7%	-2	-8	2%	-10
CN(C)S(=O)(=O)Oc1ccsc1C(=O)Nc1ccc(Br)cc1	2	-2%	9%	-6	-0.3%	-1	nt	-8%	-12
COc1cc(SC)ccc1C(=O)N1CCN(Cc2ccc3c(c2)OCO3)CC1	-1	-2%	0%	-4	2.4%	0	-4	4%	-1
O=C1c2ccncc2C(=O)N1CO	4	-4%	1%	2	3.4%	-1	-2	-2%	-3
NS(=O)(=O)c1ccc(NC(=O)COC(=O)c2ccco2)cc1	3	0%	1%	3	2.0%	-5	5	1%	-2
COC(=O)CCCC(=O)N1CCC(CO)(CCc2ccccc2)CC1	-3	-1%	9%	5	1.4%	-6	-1	-1%	1
COc1cccc(CNC(=O)COC(=O)c2cccc(S(=O)(=O)N3CCN(C(C)=O)CC3)c2)c1	0	-3%	-13%	nt	0.9%	2	-1	-2%	-5
COC(=O)c1ccc(CNC(=O)c2cc(S(=O)(=O)NCc3ccccc3)ccc2C)cc1	nt	-1%	-4%	nt	nt	nt	nt	-11%	4
CCOc1ccc(-c2c(C)nn3c(C)c(C(=O)Nc4cccc(Cl)c4C)cnc23)cc1OCC	0	nt	nt	2	-0.1%	-6	nt	nt	-11
CCOC(=O)c1ccccc1NC(=O)CCNC(=O)Cn1cnc2ccccc2c1=O	1	-2%	3%	-3	-0.4%	20	5	0%	1
O=C(NCc1ccccc1)C1CCN(C(=O)NCc2ccccc2)CC1	1	-1%	0%	0	1.2%	-6	-4	0%	-2
Cc1cccc(-c2cnn(-c3cccc([N+](=O)[O-])c3)c2N)c1	0	7%	0%	-6	1.9%	-14	0	2%	-11
CC(C)NS(=O)(=O)c1ccc(NC(=O)C(C)OC(=O)CCCOc2ccccc2)cc1 (stereo not given)	13	-5%	7%	-8	0.2%	-20	3	0%	2
O=C(NCCN1CCOCC1)C1CC(=O)N(c2cccc(C(F)(F)F)c2)C1 (stereo not given)	4	-4%	10%	-4	0.2%	3	-6	0%	-6
O=c1[nH]c2cc(Cl)c([N+](=O)[O-])nc2[nH]1	1	-3%	-4%	0	0.0%	-9	4	1%	-5
Cc1cccc(NC(=S)Nc2c(C)n(C)n(-c3ccccc3)c2=O)c1C	1	-6%	-14%	0	1.5%	-3	6	0%	-10
O=C(O)c1cc(-c2ccc(/C=C3\NC(=O)N(c4ccc(Cl)cc4)C3=O)o2)ccc1Cl	2	-4%	-2%	-4	4.2%	-3	-6	3%	-6
CCOC(=O)N1CCN(CC(=O)Nc2c(C(=O)OC)[nH]c3cc(C)ccc23)CC1	1	-5%	1%	3	-0.2%	-10	-12	1%	-9

Among those listed so far, 2 have bromine:
SMILES	D1 ag	Glioma ERSR ind	Vif-A3F inh	D1 potentiator	RXFP1 agonist	D1 antag	D2 PAM	Vif-APOBEC3G blk	RXFP1 antag
CCc1cc2c(cc3c(=O)n(CCCC(=O)NCc4cccc(Br)c4)ncn32)s1	1	-6%	1%	-5	?	8	5	1%	-6
CN(C)S(=O)(=O)Oc1ccsc1C(=O)Nc1ccc(Br)cc1	2	-2%	9%	-6	-0.3%	-1	nt	-8%	-12

Additional records follow:
SMILES	D1 ag	Glioma ERSR ind	Vif-A3F inh	D1 potentiator	RXFP1 agonist	D1 antag	D2 PAM	Vif-APOBEC3G blk	RXFP1 antag
CC(=O)N1c2ccc(S(=O)(=O)N3CCC(C(=O)NCc4ccc(Cl)cc4)CC3)cc2CC1C (stereo not given)	1	-4%	0%	1	-0.3%	-10	8	-2%	15
Cc1ccc(CN2CC(C(=O)Nc3ccc(C)cn3)CC2=O)cc1 (stereo not given)	0	-3%	9%	0	-0.4%	-18	9	0%	-3
CC1CC(=O)N(CC(=O)NCc2ccc(F)cc2)c2ccccc2S1(=O)=O (stereo not given)	2	-2%	1%	-5	1.3%	19	nt	0%	0
O=C(/C=C/c1ccccc1)NCCN1CCOCC1	3	-1%	1%	-1	-0.3%	-3	1	0%	0
CCn1c(SCc2ccc(C(=O)OC)o2)nnc1-c1c[nH]c2ccccc12	0	-5%	3%	6	-1.4%	-9	-2	-5%	-8
O=C(O)COc1ccccc1/C=C1\SC(=S)N(/N=C/c2ccccc2O)C1=O	0	0%	-11%	-2	-1.4%	2	nt	4%	nt
O=C(CN1C(=O)S/C(=C\c2ccc(Cl)cc2)C1=O)NC1C=CS(=O)(=O)C1 (stereo not given)	2	2%	3%	-4	1.6%	0	-2	0%	13
CSc1nsc(SCC(=O)N2CCCCC2)n1	2	-3%	4%	0	3.9%	-10	-2	0%	-13
COc1ccccc1NC(=O)CCc1nnc2ccc(N3CCCCC3)nn12	-1	-6%	-4%	-1	3.8%	6	-1	-7%	-7
Cn1cc(-c2cc3n(n2)CCC(=O)N3CC(=O)O)c2ccccc21	1	nt	nt	0	-1.0%	-24	-3	nt	-9
CC1=C(C(=O)Nc2ccc(C(=O)NC(C)c3ccccc3)cc2)SCCO1 (stereo not given)	0	-5%	-2%	-2	-0.5%	-8	10	-4%	nt
COc1ccc(/C=C2\SC(=O)N(CC(=O)NCCCn3ccnc3)C2=O)cc1	2	5%	2%	-7	-0.8%	-12	-4	-7%	-22
C/C(=C\C#N)n1nc(C)cc1N	2	-1%	-6%	-2	2.4%	0	0	1%	4
CC(=O)Nc1ccc(NC(=O)CSc2nc3[nH]ncc3c(=O)n2-c2ccccc2)cc1	2	-3%	3%	10	2.1%	-19	0	2%	5
O=C(CSc1nc2ccccc2[nH]1)NCc1ccc(F)cc1	-1	2%	-11%	-6	0.6%	12	-4	1%	-2
Cc1cccc(Oc2nc3c(c(=O)n(C)c(=O)n3C)n2C)c1	5&0	-4%&-3%	6%&-10%	-2&-7	9.2%&2.2%	1&6	-5	3%&3%	2&1
NS(=O)(=O)c1ccc(NCCCn2ccnc2)c([N+](=O)[O-])c1	1	-2%	8%	-2	2.1%	-9	3	4%	13
Cc1ccc(OC(=O)CCC(=O)Nc2ccc(C)c(C)c2)cc1	nt	-4%	1%	nt	nt	nt	nt	-3%	-1
CCCCN(CCCC)C(=O)CN(C)S(=O)(=O)c1ccc2c(c1)n(C)c(=O)c(=O)n2C	2	-3%	5%	-1	4.5%	-14	-7	1%	-10
COc1cccc(CNc2nc(C(F)(F)F)nc3ccccc23)c1	7	-8%	-4%	-10	2.2%	-6	-8	-5%	-14
Cc1cc(N2CCN(C)CC2)nc2ccc(NC(=O)CCC(=O)NCCCOC(C)C)cc12	0	1%	-10%	2	0.5%	-9	11	1%	2
Cc1cc(C)cc(N(CCC(=O)Nc2nnc(C3CC3)s2)S(=O)(=O)c2ccc(Cl)cc2)c1	5	-2%	-3%	-2	-0.9%	19	13	-28%	-17
COc1ccc(CSc2nc(C)[nH]c2[N+](=O)[O-])cc1[N+](=O)[O-]	4	-2%	-6%	-8	-1.6%	-7	-7	-5%	-6
CCc1ccccc1N(C(=O)Cn1nnc2ccccc21)C(C(=O)NCCOC)c1ccco1 (stereo not given)	1	-1%	-2%	1	0.7%	-2	-11	-1%	2
Cc1ccc(-c2noc(CNCCCN(C)C)n2)cc1	2	-1%	-1%	-7	2.5%	-1	-2	-3%	-12
O=C(c1nc2ccc(Cl)cn2c1CNCCn1ccnc1)N1CCCCCCC1	0	-2%	-1%	-2	2.2%	0	-10	1%	11
COc1ccc(S(=O)(=O)N2CCCCC2)cc1C(=O)Nc1cc(C)on1	3	1%	-5%	-5	2.2%	4	-4	-2%	2
O=C(CS(=O)(=O)Cc1ccccc1)Nc1ccccn1	0	2%	-7%	12	0.1%	-18	-5	3%	7
O=C(NCc1ccc2c(c1)OCO2)Nc1ccc2ccccc2c1	3	0%	2%	1	0.0%	10	-11	-2%	5
CCCCCC(=O)N/N=C(\C)c1ccc(Cl)cc1	4	-6%	5%	1	-2.0%	0	2	-1%	9
Cc1ccc2c(C)c(C(=O)N(C)CCC3CCCCO3)oc2c1C (stereo not given)	1	-1%	-3%	0	-0.1%	-10	-3	-1%	-26
N#CCSc1nnc(N)s1	1	-3%	1%	-8	-0.6%	5	-3	-1%	0
CCN(CC)CCCNC(=O)c1c2c(nc3ccccc13)C(=O)N(C1CCCCC1)C2	1	-3%	0%	-3	-0.1%	6	-8	-4%	-11

Screening data from PubChem BioAssay.

Only part of the results is shown. The share of hits here may be higher or lower than overall.
